PPARg SRC-1 ag: PPARgamma agonists recruiting SRC-1 coactivator, primary screen, biochemical | activation, % at 8 µM | PPARgamma-SRC-1 coactivator recruitment biochemical assay | AID 631, 2007 | Peroxisome proliferator-activated receptor gamma (Homo sapiens), P37231 | 200,000 compounds, 0.41% hits; in the data active means activation above about 19%;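 further: 0% = DMSO and 100% = reference agonist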
Target sequence (P37231 whole entry, looked up): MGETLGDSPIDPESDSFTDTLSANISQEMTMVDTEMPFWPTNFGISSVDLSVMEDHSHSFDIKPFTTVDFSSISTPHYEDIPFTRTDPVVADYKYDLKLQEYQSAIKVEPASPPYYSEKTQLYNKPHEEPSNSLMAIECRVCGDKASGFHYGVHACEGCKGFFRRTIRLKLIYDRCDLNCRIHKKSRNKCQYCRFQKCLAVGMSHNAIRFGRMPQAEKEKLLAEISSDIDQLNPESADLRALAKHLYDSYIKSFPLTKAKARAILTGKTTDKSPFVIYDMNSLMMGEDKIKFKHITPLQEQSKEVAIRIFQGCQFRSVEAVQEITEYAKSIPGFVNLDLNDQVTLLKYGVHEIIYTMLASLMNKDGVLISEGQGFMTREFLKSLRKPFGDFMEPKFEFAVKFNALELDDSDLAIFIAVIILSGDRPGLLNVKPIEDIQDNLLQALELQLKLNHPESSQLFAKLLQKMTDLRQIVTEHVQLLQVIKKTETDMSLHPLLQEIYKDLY
PPARg SRC-3 ag: PPARgamma agonists recruiting SRC-3 coactivator, primary screen, biochemical; biochemical PPARgamma/SRC-3 coactivator recruitment assay; activation, % at 8 µM; AID 731, 2007; Peroxisome proliferator-activated receptor gamma (Homo sapiens), P37231; 200,000 compounds, 0.26% hits; in the data active means activation above about 23%;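 further: 0% = DMSO and 100% = reference agonist; some compounds past the cut are filed as inactive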
bIAP inhibitor: bovine intestinal alkaline phosphatase inhibitors, primary screen, selectivity assay for TNAP inhibitor project, biochemical, bovine IAP, CDP-star luminescence; alkaline phosphatase, intestinal [Bos taurus]; purified bovine IAP, 30 min; inhibition, % at 20 µM; 190,000 tested, under 10 active; AID 1019, 2008;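 active means over 50% inhibition of intestinal alkaline phosphatase at 20 µM in the single-dose screen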
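Assay system – bovine IAP enzyme · Quantity – bovine IAP at 1/65,000,000 final dilution · Detection – CDP-star luminescence signal · Times – 30 min reaction at room temperature · Also added – CDP-star substrate at 30 µM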
SRC2 TRFRET art: TR-FRET signal artefacts, primary screen, artefact control for PPARgamma SRC-2 agonist project, biochemical; TR-FRET artefact counter-screen; stronger effect = higher value; TR-FRET ratio at 8 µM; 200,000 compounds, 0.4% hits; AID 1049, 2008; in the data active means TR-FRET ratio above about 2000; further: inactives centre near 1500
TNAP inh no acc: human TNAP enzyme inhibitors, primary screen, biochemical, luminescent, no phosphate acceptor, uHTS | Alkaline phosphatase, tissue-nonspecific isozyme (Homo sapiens), P05186 | purified TNAP, CDP-star luminescence, 30 min | inhibition, % at 20 µM | 200,000 compounds, 0.26% hits | AID 1012, 2008;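 active means tissue-nonspecific alkaline phosphatase inhibition above about 50% at 20 µM in the single-dose screen, limit read from the data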;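 further: 0% = DMSO negative control and 100% = EDTA positive control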
Target sequence (P05186 whole entry, looked up): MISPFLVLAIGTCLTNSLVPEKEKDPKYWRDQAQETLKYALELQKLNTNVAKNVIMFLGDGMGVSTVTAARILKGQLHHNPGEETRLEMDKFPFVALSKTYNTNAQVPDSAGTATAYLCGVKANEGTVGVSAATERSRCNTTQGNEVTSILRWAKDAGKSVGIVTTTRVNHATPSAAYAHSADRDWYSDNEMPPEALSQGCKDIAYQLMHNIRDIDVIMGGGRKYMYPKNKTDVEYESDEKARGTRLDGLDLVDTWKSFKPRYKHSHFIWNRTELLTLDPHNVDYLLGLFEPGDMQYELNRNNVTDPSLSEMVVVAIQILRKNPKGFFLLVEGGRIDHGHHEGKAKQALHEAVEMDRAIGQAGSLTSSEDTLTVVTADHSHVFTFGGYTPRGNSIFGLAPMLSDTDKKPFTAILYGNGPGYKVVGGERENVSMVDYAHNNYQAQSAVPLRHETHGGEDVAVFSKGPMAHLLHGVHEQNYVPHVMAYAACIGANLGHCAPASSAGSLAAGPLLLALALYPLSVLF
TNAP act hi DEA: TNAP activators at high phosphate acceptor level, primary screen, biochemical, luminescence, uHTS | Alkaline phosphatase, tissue-nonspecific isozyme (Homo sapiens), P05186 | 200,000 tested, under 10 active | activation factor at 20 µM | purified TNAP, CDP-star luminescence, 1 M DEA, 30 min; stronger effect = higher value; 0 = EDTA background, 1 = DMSO-only activity;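 active means activation factor at least 2 at 20 µM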
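Dosing: 20 µM single point. System: human TNAP. Amount: TNAP 1/800 final. Incubation: 30 min, room temperature. Read-out: TNAP activation factor scaled between EDTA and DMSO control wells. Signal: luminescence from CDP-star hydrolysis. Medium: 1 M DEA, pH 9.8, Mg2+, Zn2+. Control set: EDTA negative control, DMSO positive control.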
PPARg SRC-2 ag: agonists of PPARg-SRC-2 recruitment, primary screen, biochemical, HTS; 200,000 compounds, 0.34% hits; Peroxisome proliferator-activated receptor gamma (Homo sapiens), P37231; PPARgamma LBD-SRC-2 recruitment; activation, % at 8 µM; AID 1032, 2008; in the data active means activation above about 22%;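 further: 0% = vehicle and 100% = reference agonist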
Efa HMGR inh: inhibitors of E. faecalis class II HMGR, primary screen, biochemical, Enterococcus faecalis; inhibition, % at 10 µM; 190,000 compounds, 0.41% hits; purified E. faecalis HMGR, NADPH absorbance 340 nm kinetic; AID 1066, 2008; HMG-CoA reductase (Enterococcus faecalis, mvaE);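 active means inhibition above a set limit, the median over all tested compounds plus 3 SD, cut at about 9.5% in these data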;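 further: enzyme runs in reverse so mevalonate oxidation gives rising NADPH absorbance; 0% = complete reaction with DMSO and 100% = background rate lacking mevalonate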
bIAP activator: bovine intestinal alkaline phosphatase activators, primary screen, biochemical, bovine IAP, CDP-star luminescence | alkaline phosphatase, intestinal [Bos taurus] | purified bovine IAP, 30 min; stronger effect = higher value; fold of DMSO-control signal, blank-subtracted | activation factor at 20 µM | 200,000 compounds, 0.17% hits | AID 1016, 2008;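 active means activation factor of 2 or more at 20 µM, a signal rise over negative controls twice the positive control's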
TNAP inh hi DEA: human TNAP enzyme inhibitors, primary screen, biochemical, luminescent, high phosphate acceptor level, uHTS; Alkaline phosphatase, tissue-nonspecific isozyme (Homo sapiens), P05186; purified TNAP, CDP-star luminescence, 1 M DEA; inhibition, % at 20 µM; 200,000 compounds, 0.03% hits;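 active means over 50% inhibition of tissue-nonspecific alkaline phosphatase at 20 µM in the single-dose screen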;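 further: plate controls were DMSO wells for no effect and EDTA-quenched wells as full inhibition for full effect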
Numbers without * were called inactive.

SMILES	PPARg SRC-1 ag	PPARg SRC-3 ag	bIAP inhibitor	SRC2 TRFRET art	TNAP inh no acc	TNAP act hi DEA	PPARg SRC-2 ag	Efa HMGR inh	bIAP activator	TNAP inh hi DEA
CCOCCCNCC(=O)N1CCN(S(=O)(=O)c2ccc(C)cc2)CC1	3	8	-5	1315	-10	1	9	-2	1.1	0
O=C(/C=C/c1cccc(F)c1)N1CCN(c2ncccn2)CC1	4	3	-1	1645	27	1.1	9	-5	1	-6
CCOC(=O)N1CCN(C(=O)CNC(=O)Cn2cnc3ccccc3c2=O)CC1	3	5	2	1709	-6	1	1	-3	1	1
O=C(NCc1ccc(Cl)cc1Cl)C1CCN(S(=O)(=O)c2ccc3c(c2)OCCCO3)CC1	-2	1	19	1546	-70	1.2	-9	0	0.8	-16
O=C(NCCCn1ccnc1)/C(=C\c1cccs1)NC(=O)c1ccco1	10	3	13	1487	-15	1	8	-1	0.9	-5
O=C(Nc1ccc(N2CCOCC2)cc1)C1(c2ccc(Cl)cc2)CCC1	4	3	-14	1464	-19	1	-3	-4	1.1	-4
CC(C)(C)c1ccc(C(=O)NC(=S)Nc2ccc(N3CCOCC3)cc2)cc1	-5	1	-1	1441	-3	1	-11	-1	1	-2
COc1ccc(S(=O)(=O)N(C)CC(=O)Nc2ccccc2OC)cc1C	-3	-12	0	1533	-7	1	2	-1	1	0
CCCn1c(C(Cc2ccccc2)NC(=O)COC)nc2ccccc21 (stereo not drawn)	1	1	11	1749	-11	1.1	1	-8	0.9	-7
Cn1nc(-c2ccc(C(=O)Nc3cccc(Cl)c3)cc2)c2ccccc2c1=O	4	15	14	1273	-6	1.1	-6	-5	0.9	-6
O=C(NCc1ccc(F)cc1)c1ccccc1OCc1ccccc1	0	0	45	1414	-7	1	0	-6	0.6	-2
CCOC(=O)N1CCN(S(=O)(=O)Cc2ccccc2)CC1	8	2	1	1470	-8	1	3	-9	1	-2
COc1ccc(CCn2c(=S)[nH]c3cc(C(=O)N4CCOCC4)ccc3c2=O)cc1OC	-1	1	6	1384	-2	1	1	-2	0.9	1
O=C(OCC#CCSc1nnc(-c2ccncc2)o1)c1cccs1	9	1	8	1541	2	1	-4	-4	0.9	3
CCn1c(SCC(=O)Nc2nc3c(s2)CCCC3)nnc1-c1ccccc1	2	-13	-13	1522	3	1	0	0	1.1	5
O=C(CN1CCCC1)NN=C(c1ccccc1)c1ccccc1	13	1	3	1419	-10	1.1	1	-1	1	-5
CC(=O)Nc1ccc(NC(=O)CSc2ncnn2-c2ccccc2)cc1	9	1	6	1651	-10	1	7	-2	0.9	4
CCOC(=O)CSc1nc(-c2ccccc2)cc(C(F)(F)F)n1	2	10	13	1435	-6	1	6	3	0.9	0
COc1ccc(-n2nnnc2SCC(=O)NC(=O)Nc2ccc3c(c2)OCCO3)cc1	3	5	25	1531	-8	1	13	0	0.8	-4
Cc1cc(C)n(C(C)n2nc(C)cc2C)n1	2	-3	7	1544	-11	1	3	0	0.9	-3
CN(C(=O)CSc1ccccc1C(=O)O)C1CCCCC1	11	4	11	1631	-13	1.1	10	-2	0.9	-6
CCc1nn(CC(=O)N2CCN(Cc3ccc4c(c3)OCO4)CC2)c(=O)c2cc3occc3n12	-2	-5	5	1680	-7	1	-1	-1	0.9	-1
CCOC(=O)c1nn(C)c(C)c1Cl	6	3	-3	1527	-6	1	-1	-3	1	2
COc1ccc(C2C(=O)N(C3CCCCC3)CC(=O)N2CC2COc3ccccc3O2)cc1 (stereo not drawn)	1	1	-2	1402	-5	1	8	-1	1	-3
CC1(C)CC(=O)/C(=C(/O)CCCN2C(=O)c3ccccc3C2=O)C(=NC(C)(C)C)C1	8	1	-6	1431	-9	1	4	-4	1.1	-1
The list goes on.
SMILES	PPARg SRC-1 ag	PPARg SRC-3 ag	bIAP inhibitor	SRC2 TRFRET art	TNAP inh no acc	TNAP act hi DEA	PPARg SRC-2 ag	Efa HMGR inh	bIAP activator	TNAP inh hi DEA
O=C(O)CCNc1nc(-c2ccccc2)nc2ccccc12	0	-2	13	1429	-11	1	7	-3	0.9	-4
CCOc1ccc(N2C(=O)CC(Sc3ncccn3)C2=O)cc1 (stereo not drawn)	1	-4	8	1533	-11	1	-3	3	0.9	-2
CCCCCC(=O)Nc1nc(C)c(-c2csc(Nc3cc(OC)ccc3OC)n2)s1	2	16	1	1810	3	1	12	-5	1	-5
COc1cc(C(=O)OC(C)CN2CCCC2)cc(OC)c1OC (stereo not drawn)	-4	-3	7	1546	-18	1.1	7	1	0.9	-7
O=c1c2ccccc2c(C=NC2CCN(Cc3ccccc3)CC2)c(O)n1Cc1ccc2c(c1)OCO2	13	7	-2	1334	-8	1	3	5	1	-2
CC(=O)c1cccc(NC(=O)COC(=O)c2ccc(S(C)(=O)=O)c([N+](=O)[O-])c2)c1	-8	4	9	1542	-7	1.1	-3	1	0.9	-8
COc1ccc(NC(=O)CCN2CCN(S(=O)(=O)c3cc(Cl)ccc3OC)CC2)cc1	6	-1	4	1708	-3	1.1	7	1	1	-7
CCn1cc(C(=O)OC)c(=O)c2cc(S(=O)(=O)N(C)C3CCCCC3)ccc21	6	-2	-2	1656	-12	1	8	2	1	-3
COc1ccccc1N1CCN(C(=O)Nc2cccc(C)c2)CC1	7	3	-2	1614	-6	1	5	5	1	-3
O/N=C/c1ccc(OCc2ccccc2F)c(Cl)c1	0	-1	-30	1527	-15	1	0	-5	1.3	-5
Cc1cccc(/C=N\NC(=O)c2ccc(Cl)cc2)c1O	-1	1	-8	1492	-54	1	1	0	1.1	-2
COc1cc(OC)cc(C2C(C#N)=C(N)Oc3n[nH]c(-c4cccnc4)c32)c1 (stereo not drawn)	-1	5	5	1427	10	1	5	0	1	1
C=CCc1cccc(/C=N/NC(=O)c2ccccc2Br)c1O	6	-3	-6	1622	11	1	-4	4	1.1	1
N/C(=N\OS(=O)(=O)c1cc(Cl)ccc1Cl)c1ccncc1	0	5	1	1654	-14	1	-1	-3	1	-2
O=c1/c(=C\c2cc([N+](=O)[O-])cc([N+](=O)[O-])c2O)sc2nc3ccccc3n12	10	4	1	1660	18	0.9	11	9	1	13
O=C(COC(=O)/C=C/C(=O)N1CCN(c2ccccc2)CC1)NC(c1ccccc1)c1ccccc1	-4	1	-8	1608	-13	1	-10	-2	1.1	-4
Clc1cc(Cl)c2nc(N3CCOCC3)sc2c1	3	2	-8	1550	-9	1	4	-2	1.1	-3
CC(C)C(=O)N1CCC(CN=CC2=C(O)CC(C)(C)CC2=O)CC1	4	-3	8	1746	-2	1	10	1	0.9	-4
COc1cccc(/C=C/C(=O)OCC(=O)Nc2cccc(S(=O)(=O)N3CCOCC3)c2)c1OC	4	2	-13	1609	-20	1	2	-3	1.1	-5
COc1cc(C(=O)N2CCCc3ccccc32)cc(OC)c1OC	-5	11	10	1649	-9	1	-2	-6	0.9	-2
CC(NS(=O)(=O)c1cccc(S(=O)(=O)c2ccccc2)c1)C(=O)O (stereo not drawn)	-15	0	8	1511	5	1.2	-5	-10	0.9	-25
CC(C(=O)NCc1cccnc1)N1C(=O)c2ccccc2C1=O (stereo not drawn)	4	13	4	1682	-13	1	5	3	1	-2
O=C(CSc1ccccn1)Nc1cccc([N+](=O)[O-])c1	1	1	28	1735	-12	1	-4	1	0.7	-4
COCCN1Cc2cccc(C(=O)Nc3ccc(C)cc3)c2C1=O	2	3	-2	1559	0	1	3	-6	1	0
Cc1c(Cl)c([N+](=O)[O-])nn1CCCC(=O)N1CCN(c2ccccc2)CC1	4	6	3	1352	-7	1	1	-1	1	-1
CCOc1ccc(NC(=S)N(Cc2ccc(N(C)C)cc2)Cc2ccco2)cc1	9	10	-4	1674	-9	1	14	0	1	-3
CC(=NCc1ccco1)c1c(C)[nH]n(-c2nc3ccccc3s2)c1=O	5	-6	2	1507	8	1	3	0	1	-1
c1csc(-c2nnc(COc3ccc4c(c3)OCO4)o2)c1	0	1	-6	1355	-16	1	-4	4	1.1	-1
O=C1CN(C(=O)COC(=O)/C=C/c2ccc(S(=O)(=O)N3CCOCC3)cc2)c2ccccc2N1	-1	1	0	1595	3	1	-3	-10	1	-4

Of the compounds above, 11 have an aryl methoxy group:
SMILES	PPARg SRC-1 ag	PPARg SRC-3 ag	bIAP inhibitor	SRC2 TRFRET art	TNAP inh no acc	TNAP act hi DEA	PPARg SRC-2 ag	Efa HMGR inh	bIAP activator	TNAP inh hi DEA
COc1ccc(S(=O)(=O)N(C)CC(=O)Nc2ccccc2OC)cc1C	-3	-12	0	1533	-7	1	2	-1	1	0
COc1ccc(CCn2c(=S)[nH]c3cc(C(=O)N4CCOCC4)ccc3c2=O)cc1OC	-1	1	6	1384	-2	1	1	-2	0.9	1
COc1ccc(-n2nnnc2SCC(=O)NC(=O)Nc2ccc3c(c2)OCCO3)cc1	3	5	25	1531	-8	1	13	0	0.8	-4
COc1ccc(C2C(=O)N(C3CCCCC3)CC(=O)N2CC2COc3ccccc3O2)cc1 (stereo not drawn)	1	1	-2	1402	-5	1	8	-1	1	-3
CCCCCC(=O)Nc1nc(C)c(-c2csc(Nc3cc(OC)ccc3OC)n2)s1	2	16	1	1810	3	1	12	-5	1	-5
COc1cc(C(=O)OC(C)CN2CCCC2)cc(OC)c1OC (stereo not drawn)	-4	-3	7	1546	-18	1.1	7	1	0.9	-7
COc1ccc(NC(=O)CCN2CCN(S(=O)(=O)c3cc(Cl)ccc3OC)CC2)cc1	6	-1	4	1708	-3	1.1	7	1	1	-7
COc1ccccc1N1CCN(C(=O)Nc2cccc(C)c2)CC1	7	3	-2	1614	-6	1	5	5	1	-3
COc1cc(OC)cc(C2C(C#N)=C(N)Oc3n[nH]c(-c4cccnc4)c32)c1 (stereo not drawn)	-1	5	5	1427	10	1	5	0	1	1
COc1cccc(/C=C/C(=O)OCC(=O)Nc2cccc(S(=O)(=O)N3CCOCC3)c2)c1OC	4	2	-13	1609	-20	1	2	-3	1.1	-5
COc1cc(C(=O)N2CCCc3ccccc32)cc(OC)c1OC	-5	11	10	1649	-9	1	-2	-6	0.9	-2

Assay outcomes as filed in PubChem BioAssay.
